FUS yeast rescue = rescues growth of FUS-expressing yeast. Potency, µM (series often up to 76.6 µM), for the others: at the highest dose growth rescue (activation), hits mostly activators. 390,000 compounds, 0.24% hits. S. cerevisiae FUS-expressing, growth rescue, OD600, 24 h. AID 1347120;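 note: potency is the fitted concentration of half-maximal effect; plate controls were DMSO vehicle for no effect and reference control for full effect; nearly all actives have a fitted effect of over 55% in size; some results filed as inactive show a strong effect at the top dose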
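FUS-expressing yeast, raffinose-pregrown, induced in 2% galactose minimal medium at OD 0.005; compounds in a dilution series, 24hr at 30C. Growth restoration read as absorbance at 600 nm. CP55940 positive control, DMSO negative.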
DRD3 antagonist = D3 dopamine receptor (human) antagonism | P35462 | max response, negative = inhibition, % | D3R cells, DiscoveRx beta-arrestin luminescence, antagonist mode; hits give low values | AID 652054 | 360,000 compounds, 2.5% hits; in the data active = max response below about -50%; inconclusive = no clear call, values can overlap the other calls; note: % is set by controls: 0 for no effect and ±100 for the full control effect; mostly tested at two doses, the higher about 12 µM
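Cells plated overnight at 1500 cells/well, then exposed to library compounds with dopamine controls for 90 minutes at 37 degrees C. DiscoveRx reagent added for 30–60 minutes at room temperature; luminescence read, quantitative HTS format.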
PTHR1 ag = PTHR1 (human) receptor agonism | Q03431 | HEK293 GP2 PTHR1 cells, GloSensor cAMP luminescence, 1 h | Potency, µM (doses to about 115 µM), for inactives: at the top dose activation, actives largely listed as activators | 410,000 compounds, 0.075% hits | AID 743266; note: potency is the fitted concentration of half-maximal effect; nearly all actives have a fitted effect of over 55% in size; some results filed as inactive show a strong effect at the top dose; inactives centre near -15; many of its hits are not listed in these tables
Target sequence (Q03431 whole entry, looked up): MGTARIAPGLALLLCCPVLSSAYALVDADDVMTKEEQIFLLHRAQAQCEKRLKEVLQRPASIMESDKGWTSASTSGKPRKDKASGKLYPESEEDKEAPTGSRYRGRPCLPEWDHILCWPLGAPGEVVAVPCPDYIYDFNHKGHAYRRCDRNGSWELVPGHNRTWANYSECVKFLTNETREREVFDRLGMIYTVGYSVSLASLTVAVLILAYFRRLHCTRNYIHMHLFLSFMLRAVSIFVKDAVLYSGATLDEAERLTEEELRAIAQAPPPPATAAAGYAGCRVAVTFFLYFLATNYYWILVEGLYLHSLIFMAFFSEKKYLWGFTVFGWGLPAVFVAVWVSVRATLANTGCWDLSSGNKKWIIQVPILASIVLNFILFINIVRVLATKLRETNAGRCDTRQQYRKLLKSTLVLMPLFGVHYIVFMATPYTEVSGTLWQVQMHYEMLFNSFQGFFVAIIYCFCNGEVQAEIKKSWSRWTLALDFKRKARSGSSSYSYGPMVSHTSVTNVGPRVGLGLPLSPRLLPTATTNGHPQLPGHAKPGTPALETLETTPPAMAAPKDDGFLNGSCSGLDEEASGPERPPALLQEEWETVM
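HEK-293-derived GP2 cells expressing PTHR1 and a GloSensor cAMP reporter, 3,000/well, plated overnight, given luciferin plus IBMX (each 0.5 mM as added) for 1 h at 37 °C, then compound for 1 h at 37 °C. Luminescence was read after 15 min at room temperature.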
GLP-1R inv ag = inverse agonists of human GLP-1 receptor; AID 624417; P43220; HEK293 GLP-1R CRE-luciferase, luminescence, 24 h; GLP-1R form is constitutively active; 410,000 compounds, 1.6% hits; Potency, µM (doses to about 38.3 µM), for the others: top-dose activity change, negative = inhibition, usual class: inhibitors; note: potency is the fitted concentration of half-maximal effect; % is set by controls: 0 for no effect and ±100 for the full control effect; nearly all actives have a fitted effect of over 55% in size
Target sequence (P43220 whole entry, looked up): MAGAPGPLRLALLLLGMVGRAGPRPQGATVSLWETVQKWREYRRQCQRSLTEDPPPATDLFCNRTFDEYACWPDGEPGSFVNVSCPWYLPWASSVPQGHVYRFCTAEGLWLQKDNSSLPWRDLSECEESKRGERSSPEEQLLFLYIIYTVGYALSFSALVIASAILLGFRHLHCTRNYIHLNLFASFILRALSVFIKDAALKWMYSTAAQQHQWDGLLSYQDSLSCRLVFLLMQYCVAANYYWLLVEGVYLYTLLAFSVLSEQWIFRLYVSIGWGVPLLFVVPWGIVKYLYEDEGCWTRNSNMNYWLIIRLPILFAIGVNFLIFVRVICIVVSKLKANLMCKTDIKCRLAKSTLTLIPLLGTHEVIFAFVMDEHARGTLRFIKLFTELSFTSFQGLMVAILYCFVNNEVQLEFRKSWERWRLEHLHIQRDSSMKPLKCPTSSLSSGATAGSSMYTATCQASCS
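HEK293 cells stably co-expressing constitutively active GLP-1R and a cAMP-responsive luciferase reporter were seeded in DMEM with 10% Nu serum, given compounds after 12 h, and incubated 24 h at 37 deg C. Luminescence was then read.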
aSyn rescue = inhibitors of alpha-synuclein toxicity in yeast. Yeast expressing alpha-synuclein, growth rescue, BacTiter-Glo, 24 h. Potency, µM (highest dose often 46.1 µM), without a hit: at the highest dose growth rescue (activation), hits mostly activators. 370,000 compounds, 0.14% hits. AID 652106; note: potency is the fitted concentration of half-maximal effect; % of control where 0% means no effect; nearly all actives have a fitted effect of over 65% in size
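Readout is rescue of growth in alpha-synuclein-expressing yeast, so inhibitors of toxicity appear as activators. Growth after 24 hr at 30 deg C in galactose medium is quantified by luminescence.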
GLP-1R agonist = agonists of human GLP-1 receptor; HEK293 GLP-1R CRE-luciferase, luminescence, 4-6 h; cells express a hypersensitive GLP-1R form; Potency, µM (series often up to 45.6 µM), for the others: top-dose activation, usual class: activators; 380,000 compounds, 0.007% hits; AID 624172; note: potency is the fitted concentration of half-maximal effect; % of control where 0% means no effect
TDP43 rescue = inhibitors of TDP-43 toxicity in yeast | TDP-43 expressing yeast growth rescue, BacTiter-Glo, 24 h | Potency, µM (top dose mostly 46.1 µM), inactives show at the highest dose growth rescue (activation), hits mostly activators | 410,000 compounds, 1.8% hits; note: potency is the fitted concentration of half-maximal effect; % of control where 0% means no effect; nearly all actives have a fitted effect of over 50% in size
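Galactose-induced TDP-43 yeast, OD600=0.02, compound pinned; 24 hr, 30 deg C; BacTiter-Glo luminescence for growth. Inhibitors of TDP-43 toxicity read as activators.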
Abeta yeast res = compounds reversing amyloid beta toxicity in yeast | yeast expressing A-beta42, growth rescue, OD600, 48 h; response scale: 0% DMSO, 100% iron-clioquinol control | Potency, µM (series often up to 46.1 µM), for the others: at the highest dose growth rescue, hits mostly activators | 410,000 compounds, 0.063% hits; note: potency is the fitted concentration of half-maximal effect; nearly all actives have a fitted effect of over 55% in size
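Growth rescue measured by 600 nm absorbance after 48 h yeast culture at 30 C with compound. Values normalized between DMSO and an equimolar ferric chloride plus clioquinol control.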
Akt phos inh = Akt phosphorylation inhibition. 360,000 compounds, 0.32% hits. activity change, % for hits at 50 µM. Neuro2A IGF-stimulated pAkt S473 HTRF, 20 min; hits give low values; in the data active = activity change below about -80%; inconclusive = mostly about -51% to -80%; note: % is set by controls: 0 for no effect and ±100 for the full control effect
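Single-point screen (50 µM final compound) in Neuro2A cells stimulated 20 min with 6 nM IGF at 37 deg C. After lysis, Ser473-phosphorylated Akt read by HTRF (ex 330 nm, em 615/665 nm) as the 665/615 ratio.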
Starred values were filed as active, the others as inactive; i = inactive; ? = inconclusive; / = no result given; & = joins results of further samples; [ ] = dose if it differs, or a comment. Unless noted, calls come from the whole dose curve; as a rule, active = well fitted curve in the direction sought with a large enough effect; inconclusive = small, poorly fitted or top-dose-only effect, or another doubt; inactive = no such curve, though single readings can be large; an effect the other way counts as inactive or inconclusive. An excerpt; the hit share may differ from the screen's.

SMILES | FUS yeast rescue | DRD3 antagonist | PTHR1 ag | GLP-1R inv ag | aSyn rescue | GLP-1R agonist | TDP43 rescue | Abeta yeast res | Akt phos inh
O=C(COC(=O)/C=C/c1ccc(OC(F)F)cc1)Nc1cccc(S(=O)(=O)N2CCOCC2)c1 | 30% | -17 | -20% | ? | 2% | 6% | -17% | -8% | i
O=[N+]([O-])c1cccc(-n2nncc2-c2ccccc2)c1 | 20% | -23 | i | 10% | -5% | 23% | 20% | -12% | i
Cc1cc(C)c(S(=O)(=O)Nc2ccc(O)c(Sc3ncn[nH]3)c2)c(C)c1 | 11% | 7 | -34%[inhibitor] | 7% | 0% | 4% | 28% | 23% | i
O=[N+]([O-])c1cccc2ccc(N3CCOCC3)nc12 | -11% | -2 | i | 92%[activator] | 8% | 7% | ? | 23% | i
CCCCNC(=O)c1cc2c(=O)n3cccc(C)c3nc2s1 | ? | -2 | -10% | 49%&27%[activator] | 0% | -1% | 30%&17% | 5%&-33% | i
Nc1c(Cl)c(Cl)nc(C(=O)N/N=C/c2ccco2)c1Cl | -11% | -1 | -24% | -10% | 2% | 3% | 12% | -10% | i
Cc1cc(NC(=O)c2cccs2)ncc1NC(=O)c1cccc(F)c1 | 2% | 9 | -7% | -3% | 1% | -1% | ? | 6% | i
Nc1c(Cl)ncnc1N/N=C/c1ccc(O)cc1 | -9% | -7 | -33%[inhibitor] | 77%[activator] | -12% | 22% | 11% | 0% | i
COc1cccc(N2CCN(C(=O)c3ccc4nc(N5CCC(C)CC5)sc4c3)CC2)c1 | 36% | / | -39%[inhibitor] | ? | / | / | 41% | 4% | /
CC(Sc1nc(N2CCOCC2)c2c(c1C#N)CC(C)(C)OC2)C(=O)O (stereo unspecified) | 15% | -2 | -2% | 23% | 8% | 7% | -5% | -1% | i
COc1cccc(NC(=O)CN2C(=O)C(=O)N(C3CCCC3)C2=O)c1 | 3% | ? | i | -13% | -9% | -2% | 8% | 14% | i
Fc1ccccc1N1CCN(CCCc2ccccc2)CC1 | -8% | -92* | -3% | -27% | 4% | 5% | -17% | -1% | i
O=C(c1cccs1)N1CCN(C(=O)c2cccs2)C1=S | / | -2 | -6% | ? | 6% | -8% | -21% | -24% | i
O=C(CN1C(=O)c2ccccc2S1(=O)=O)NC1CCCCCC1 | -26% | 17 | -67%[inhibitor] | -9% | 9% | -2% | ? | 21% | i
O=C(Cn1cc(C(=O)C(F)(F)F)c2ccccc21)NCc1ccco1 | 4% | 2 | i | ? | 0% | 1% | -9% | -10% | i
O=C(Nc1nc(-c2ccccc2)ns1)c1cccs1 | 2% | 15 | -42%[inhibitor] | 16% | -19% | -13% | -1% | 8% | i
COc1ccccc1NC(=O)C(C)Sc1nc(-c2ccccc2)cn1N (stereo unspecified) | 10% | 8 | -35%[inhibitor] | ? | 4% | 17% | 22% | 0% | i
Cc1cc(Nc2ccc(C(=O)O)cc2)nc(N)n1 | -4% | 0 | i | 26% | 0% | 1% | 11% | 1% | i
O=C(CN1C(=O)C(=O)c2ccccc21)c1ccccc1 | -18% | -15 | i | -3% | 0% | 6% | 15% | 6% | i
CC(C)CC(NC(=O)OC(C)(C)C)C(=O)O (stereo unspecified) | -5% | 18 | i | -4% | 4% | -3% | -10% | -6% | i

Entries of single compounds, quoted from the list. Screens in order: FUS yeast rescue | DRD3 antagonist | PTHR1 ag | GLP-1R inv ag | aSyn rescue | GLP-1R agonist | TDP43 rescue | Abeta yeast res | Akt phos inh
Listed for COc1ccccc1NC(=O)C(C)Sc1nc(-c2ccccc2)cn1N (stereo unspecified) → 10% | 8 | -35%[inhibitor] | ? | 4% | 17% | 22% | 0% | i
Listed for O=C(Cn1cc(C(=O)C(F)(F)F)c2ccccc21)NCc1ccco1 → 4% | 2 | i | ? | 0% | 1% | -9% | -10% | i

(listing goes on)
SMILES | FUS yeast rescue | DRD3 antagonist | PTHR1 ag | GLP-1R inv ag | aSyn rescue | GLP-1R agonist | TDP43 rescue | Abeta yeast res | Akt phos inh
O=C(c1ccccc1)N1CCN(C(=O)c2ccc([N+](=O)[O-])cc2)CC1 | 11% | 2 | i | 10% | 4% | 4% | -10% | -6% | i
NC(=O)c1ccsc1NC(=O)COC(=O)c1ccccn1 | 30% | -1 | i | 5% | 8%[1.84 µM] | -3% | -24% | 15% | i
Cc1cc(C)c2nc(-c3ccccn3)cc(C(=O)NCCc3ccc(S(N)(=O)=O)cc3)c2c1 | 11% | 16 | i | 7% | 0% | 1% | -23% | -5% | i
O=C(OCCN1C(=O)c2ccccc2C1=O)C1CC(O)CN1S(=O)(=O)c1ccc(Cl)cc1 (stereo unspecified) | / | 24 | -2% | -1% | -1% | -1% | 7% | 3% | i
COc1ccc(C(=O)Nc2ccc(-c3n[nH]c(=S)o3)cc2)cc1OC | -18% | -4 | i | 17% | -5% | -2% | 8% | -2% | i
CSc1nc(SCC(=O)NCC2CCCO2)c2c3c(sc2n1)CN(C)CC3 (stereo unspecified) | ? | -10 | i | 5% | -4% | 12% | -23% | -24% | i
CCOC(=O)c1ccc(NC(=O)c2c(N)n(C)c(=O)n(C)c2=O)cc1 | -36% | 23 | i | 1% | 7% | -4% | 19% | -2% | i
CCOC(=O)C1(C)CCN1C(=O)c1ccc2ccccc2c1 (stereo unspecified) | -4% | 6 | -17% | -7% | 1% | 19% | 25% | -8% | /
COc1cc(C)c(NC(=S)NCCCN2CCOCC2)cc1OC | -2% | 14 | i | 7% | 3% | 2% | 7% | -6% | i
CCCn1cnc2c(Sc3c([N+](=O)[O-])ncn3C)nc(N)nc21 | / | 15 | -2% | -3% | -1% | 1% | 12% | 7% | i
COc1ccc(C2=NCCn3c2c2ccc(C(F)(F)F)cc2[n+]3[O-])cc1 | -7% | 9 | i | 2% | 0% | 2% | 5% | -12% | i
COc1cccc(-n2c(=O)c3ccccc3n3c(=S)[nH]nc23)c1 | 7% | -7 | 0% | 13% | -2% | 3% | -19% | 14% | i
Cc1ccc(C(OCC(O)CNCc2ccc(F)cc2)c2ccccc2)cc1 (stereo unspecified) | 22% | 18 | -3% | 5.6µM* | -21% | -6% | 1% | 22% | i
COc1ccc(C(=O)N(C)Cc2ccc(C)o2)cc1OC1CCN(C(C)C)CC1 | / | 0 | -24% | 11% | -2% | 3% | -23% | 9% | i
COc1ccccc1-c1ncn(Cc2cccc(-c3ccccc3)c2)c1-c1cc(C)cc(C)c1 | ? | -26 | -69% | ? | -60%[inhibitor] | / | -2% | -37%[inhibitor] | i
COc1ccccc1NC(=O)CSc1oc(-c2ccco2)nc1S(=O)(=O)c1ccc(Br)cc1 | ? | / | -1% | ? | / | / | -10% | -16% | /
CCCCS(=O)CC(O)COc1ccc(C(C)(C)C)cc1 (stereo unspecified) | 44% | 22 | i | -42% | -1% | 5% | 1% | 16% | i
CCCn1c(SCC(=O)Nc2nnc(-c3ccccc3)s2)nnc1-c1ccccn1 | ? | -29 | -31%[inhibitor][57.5 µM] | -23% | 1% | -3% | 1% | 9% | i
O=C(NCc1ccccc1Cl)c1ccc(Br)o1 | 15% | 3 | i | -16% | -5% | 3% | 24% | 2% | i
CCN1C(=NCCc2ccccn2)N[C@@H](c2cccc(F)c2)C(C(=O)OC)=C1C | -11% | -10 | -19% | 8% | 10% | 0% | 0% | 2% | i
Cc1ccc(-c2nn[nH]n2)cc1Cl | 7% | -4 | -41%[inhibitor] | 5% | -5% | 0% | -5% | -6% | i
CCC12CN3CC(C)(CN(C1)C3c1c[nH]c3ccc(OC)cc13)C2=O (stereo unspecified) | -12% | / | i | 3% | / | / | 17% | -20% | /
CCC1(c2ccccc2)NC(=O)N(CC(=O)NNC(=O)c2ccc(F)cc2)C1=O (stereo unspecified) | -9% | 16 | -14% | -8% | -4% | -17% | 20% | 12% | i
O=C1c2ccccc2S(=O)(=O)N1Cc1cc(=O)n2ccsc2n1 | 15% | -76* | -1%[57.5 µM] | 2% | 1% | 7% | 5% | 5% | i
CC(=O)c1ccccc1NC(=O)CC1(CC(=O)O)CCCCC1 | 1% | 2 | ? | 11% | 6% | 0% | 21% | -7% | i
COCCOC(=O)C1=C(C)N=C2SCCC(=O)N2C1c1ccc(OCc2ccccc2)c(OC)c1 (stereo unspecified) | 4% | / | -6% | 7% | / | / | 12% | 6% | /
O=C(NCc1ccccc1)c1cc(C2CCCCN2C(=O)OCCF)on1 (stereo unspecified) | 6% | -19 | i | -17% | -2% | 5% | 17% | 15% | i
Cc1ccc(S(=O)(=O)NCCCN2CCOCC2)cc1C | -14% | -67* | 5%[57.5 µM] | 13% | -4% | -17% | 0% | 12% | i
O=c1c2ccc([N+](=O)[O-])cc2ncn1CCOc1cccc(Br)c1 | -2% | 65 | -22% | 9% | 5% | 16% | 5% | 21% | i
O=C(Nc1cccc2ncccc12)c1cccnc1 | 6% | ? | 1%[57.5 µM] | 2% | -1% | 0% | -24% | 8% | i
Cc1ccc(S(=O)(=O)N[C@H](C(=O)N2CCC3(O)CCCCC3C2)c2ccccc2)cc1 (stereo partly specified) | -10% | -8 | -11%[57.5 µM] | 1% | -1% | -1% | 16% | 19% | i
O=C(O)C1C2CC3C(OC(=O)C31)C2Cl (stereo unspecified) | / | 0 | -4% | 5% | 0% | -3% | 12% | 8% | i
COc1cccc(CN(C)CC(=O)NCc2ccc(C)cc2)c1 | -2% | -15 | -22% | ? | 5% | 29% | -18% | -20% | i

Quoted at random: two compounds from above.
SMILES | FUS yeast rescue | DRD3 antagonist | PTHR1 ag | GLP-1R inv ag | aSyn rescue | GLP-1R agonist | TDP43 rescue | Abeta yeast res | Akt phos inh
O=C1c2ccccc2S(=O)(=O)N1Cc1cc(=O)n2ccsc2n1 | 15% | -76* | -1%[57.5 µM] | 2% | 1% | 7% | 5% | 5% | i
O=C(CN1C(=O)C(=O)c2ccccc21)c1ccccc1 | -18% | -15 | i | -3% | 0% | 6% | 15% | 6% | i

Compound activity (PubChem)
